Screening data: PubChem BioAssay, NCI
NCI-60 one-dose screen, 48 h, at 10 µM unless noted. Numbers give growth in % (100 = growth as untreated, 0 = no growth, -100 = all killed).
SF-268: SF-268 CNS cancer cells | 82,000 tested, 3.1% active | AID 1794759
SNB-19: SNB-19 CNS cancer cells | 81,000 tested, 2.5% active | AID 1794751
SW-620: SW-620 colon cancer; 82,000 tested, 5.2% active; AID 1794795
HT29: HT29 colon cancer; AID 1794748; 81,000 tested, 7.4% active
KM12: KM12 colon cancer cells. 82,000 tested, 5% active
SNB-75: SNB-75 CNS cancer. 79,000 tested, 5% active. AID 1794750
SF-295: SF-295 CNS cancer cells. 79,000 tested, 5.6% active. AID 1794758
SF-539: SF-539 CNS cancer; AID 1794752; 81,000 tested, 6.8% active
HCC-2998: HCC-2998 colon cancer. 79,000 tested, 4.7% active
* hit, by the source's call; nt = not tested or not shown; & = joins results of further samples; [ ] = another dose, or the depositor's remark. Rule for the calls: active = growth percent below 10; inactive = the rest.

Values run as follows: SF-268	SNB-19	SF-539	KM12	HCC-2998	HT29	SF-295	SNB-75	SW-620
#1 N#Cc1c(-c2ccc(C(F)(F)F)cc2)cc(N2CC(O)C2)n2c1nc1ccccc12
    33	25	36	74	96	74	28	-18*	83
#2 O=C(Cc1ccc(/C=C/C(=O)c2ncc[nH]2)cc1)Nc1ccc(Cl)cc1
    12	4.9*	-23*	-39*	79	0.8*	8.3*	25	-35*
#3 CCN1C(=S)N(CC)C2Nn3c(s/c(=C4\C(=O)Nc5ccccc54)c3=O)=NC21 (configuration not stated)
    112	102	103	102	112	114	101	116	113
#4 CNC(=O)c1cc(Oc2ccc3nc(NC(=O)c4ccc5ncccc5c4)sc3c2)ccn1
    97	95	107	101	106	70	87	86	112
#5 O=[N+]([O-])c1ccc(CO)cc1
    107	105	98	105	96	108	94	108	102
#6 O=C(c1ccccc1)c1ccc[n+](CCc2ccccc2)c1
    100	114	96	102	102	101	98	94	99
#7 C=CCn1c(SCC(=O)Nc2ccc(/C(C)=N\O)cc2)nnc1-c1ccc(OC)c(OC)c1
    86	88	90	96	109	108	82	78	109
#8 COc1ccc([C@@H]2c3[nH]c4ccccc4c3CC3C(=O)N(C4CCN(Cc5c(F)cccc5F)CC4)CC(=O)N32)c(OC)c1 (some centres not stated)
    55[5.26 µM]	64[5.26 µM]	70[5.26 µM]	58[5.26 µM]	nt	44[5.26 µM]	67[5.26 µM]	22[5.26 µM]	65[5.26 µM]
#9 CSc1nnc2c3cc(Br)ccc3n(C)c2n1
    103	114	109	103	106	102	85	89	104
#10 Cc1cc(C)c(S(=O)(=O)NN)c(C)c1
    113	102	95	107	103	105	nt	94	112
#11 COc1ccc(-c2cnnn2-c2cc(OC)c3c(c2)OCO3)cc1
    30	39	-15*	12	-2.3*	1.3*	nt	23	27
#12 CC(C)(C)OC(=O)c1cc2c3ccccc3oc(=O)c2c2nc3ccccc3n12
    97	95	89	94	106	90	101	86	82
#13 N#C/C(=C\c1ccc(N2CCOCC2)cc1)C(=O)Nc1sc2c(c1C#N)CCC2
    81	88	87	100	108	106	95	65	100
#14 CSc1nc2nc3c(c(-c4ccccc4)c2c(=O)[nH]1)CCC/C3=C\c1ccccc1
    98	98	102	107	115	96	108	96	111
#15 COc1cc2cc(Sc3ccc(NC(=O)c4cccc(C(F)(F)F)c4)cc3)c(C)nc2cc1OC
    89	103	86	99	112	93	100	86	110
#16 CC(C)(CCc1ccccn1)C(=O)C(CCc1ccccn1)CCc1ccccn1
    108	97	121	107	112	107	99	108	115
#17 COc1cccc(-c2nc3sccn3c2-c2ccnc(NCCN3CCCNS3(=O)=O)n2)c1
    95	127	111	103	118	45	106	88	127
#18 NS(=O)(=O)c1ccc(N=Nc2sc(=O)[nH]c2S)cc1
    97	96	101	100	99	104	102	nt	101
#19 O=C(NCc1ccccc1)Nc1ccc2cc3ccc(NC(=O)NCc4ccccc4)cc3nc2c1
    97	101	104	106	111	122	99	103	104
#20 CC1CCCCC1CO (configuration not stated)
    110	136	103	112	122	98	99	93	108
#21 O=C(O)c1cc2ccccc2o1
    101	108	103	106	103	118	117	98	106
#22 O=Cc1ccc([N+](=O)[O-])[nH]1
    104	98	92	98	103	106	103	94	102
#23 CC(=O)c1ccc2ccccc2c1
    122	107	114	112	100	104	128	98	111
#24 O=C(c1ccccc1)c1c(/C=C/c2ccc(Cl)cc2)nc2ccccc2c1/C=C/c1cccs1
    93	90	97	99	103	100	102	84	110
#25 Cc1onc(-c2c(Cl)cccc2Cl)c1C(=O)SC1=NC(C)N2C(SC(=O)c3c(-c4c(Cl)cccc4Cl)noc3C)=NC(C)N12 (configuration not stated)
    99	107	105	106	109	105	nt	77	111
#26 C#CC(C)(O)CC(C)C (configuration not stated)
    102	101	95	105	106	108	111	88	100
#27 O=C(Nc1ccc(-n2ccc3c(NC(=O)c4ccccc4)nccc32)cc1)Nc1cccc(C(F)(F)F)c1
    52	66	45	11	68	-0.9*	37	74	63
#28 CN1C(=O)CC(O)C1=O (configuration not stated)
    92	107	108	94	93	105	102	114	107
#29 Cc1cc(N2CCCCC2)nc(NCc2cc(Nc3ccnc4cc(Cl)ccc34)ccc2F)n1
    -17*	41	-78*	7.4*	-16*	-58*	-85*	-37*	-19*
#30 Cc1csc(Nc2nc(-c3ccc(Cl)cc3)nc(C(Cl)(Cl)Cl)n2)n1
    90	73	87	80	70	63	61	89	79

Some of the entries above in a different format:
No. | SMILES | SF-268 | SNB-19 | SF-539 | KM12 | HCC-2998 | HT29 | SF-295 | SNB-75 | SW-620
15 | COc1cc2cc(Sc3ccc(NC(=O)c4cccc(C(F)(F)F)c4)cc3)c(C)nc2cc1OC | 89 | 103 | 86 | 99 | 112 | 93 | 100 | 86 | 110
16 | CC(C)(CCc1ccccn1)C(=O)C(CCc1ccccn1)CCc1ccccn1 | 108 | 97 | 121 | 107 | 112 | 107 | 99 | 108 | 115
17 | COc1cccc(-c2nc3sccn3c2-c2ccnc(NCCN3CCCNS3(=O)=O)n2)c1 | 95 | 127 | 111 | 103 | 118 | 45 | 106 | 88 | 127
18 | NS(=O)(=O)c1ccc(N=Nc2sc(=O)[nH]c2S)cc1 | 97 | 96 | 101 | 100 | 99 | 104 | 102 | nt | 101
19 | O=C(NCc1ccccc1)Nc1ccc2cc3ccc(NC(=O)NCc4ccccc4)cc3nc2c1 | 97 | 101 | 104 | 106 | 111 | 122 | 99 | 103 | 104
20 | CC1CCCCC1CO (configuration not stated) | 110 | 136 | 103 | 112 | 122 | 98 | 99 | 93 | 108
21 | O=C(O)c1cc2ccccc2o1 | 101 | 108 | 103 | 106 | 103 | 118 | 117 | 98 | 106
22 | O=Cc1ccc([N+](=O)[O-])[nH]1 | 104 | 98 | 92 | 98 | 103 | 106 | 103 | 94 | 102
23 | CC(=O)c1ccc2ccccc2c1 | 122 | 107 | 114 | 112 | 100 | 104 | 128 | 98 | 111
24 | O=C(c1ccccc1)c1c(/C=C/c2ccc(Cl)cc2)nc2ccccc2c1/C=C/c1cccs1 | 93 | 90 | 97 | 99 | 103 | 100 | 102 | 84 | 110
25 | Cc1onc(-c2c(Cl)cccc2Cl)c1C(=O)SC1=NC(C)N2C(SC(=O)c3c(-c4c(Cl)cccc4Cl)noc3C)=NC(C)N12 (configuration not stated) | 99 | 107 | 105 | 106 | 109 | 105 | nt | 77 | 111
26 | C#CC(C)(O)CC(C)C (configuration not stated) | 102 | 101 | 95 | 105 | 106 | 108 | 111 | 88 | 100
27 | O=C(Nc1ccc(-n2ccc3c(NC(=O)c4ccccc4)nccc32)cc1)Nc1cccc(C(F)(F)F)c1 | 52 | 66 | 45 | 11 | 68 | -0.9* | 37 | 74 | 63
28 | CN1C(=O)CC(O)C1=O (configuration not stated) | 92 | 107 | 108 | 94 | 93 | 105 | 102 | 114 | 107
29 | Cc1cc(N2CCCCC2)nc(NCc2cc(Nc3ccnc4cc(Cl)ccc34)ccc2F)n1 | -17* | 41 | -78* | 7.4* | -16* | -58* | -85* | -37* | -19*
30 | Cc1csc(Nc2nc(-c3ccc(Cl)cc3)nc(C(Cl)(Cl)Cl)n2)n1 | 90 | 73 | 87 | 80 | 70 | 63 | 61 | 89 | 79

The list goes on:
Values run as follows: SF-268	SNB-19	SF-539	KM12	HCC-2998	HT29	SF-295	SNB-75	SW-620
#31 Cc1c(C(=O)Nc2nc3ccccc3s2)cnn1-c1ccccc1Cl
    90	87	86	92	85	86	98	79	101
#32 O=C1NC(SCc2ccc(F)cc2)=N/C1=C/c1cccc(OCc2ccc(Cl)cc2)c1
    74	33	14	89	92	68	-34*	51	54
#33 CC(=O)c1ccc(NC(=O)CSc2nnc(-c3cc(-c4ccc(C)cc4)nc4ccccc34)o2)cc1
    55	43	54	72	102	68	69	62	28
#34 Oc1cc2c3c(c1)c1cc4c(cc1c[n+]3CC2)OCO4
    33	54	77	43	79	89	81	48	71
#35 O=C(Oc1cc(OC(=O)c2ccccc2)cc(OC(=O)c2ccccc2)c1)c1ccccc1
    107	102	107	106	115	95	nt	98	106
#36 O=S(=O)(NCCCNc1nccc(-c2c(-c3cccc(F)c3)nc3occn23)n1)c1ccccc1
    89	95	100	88	114	48	94	84	102
#37 Cc1ccccc1N1C(=O)C=CC1=O
    95&114	102&105	100&102	105&103	104&105	100&108	103&105	69&92	106&61
#38 O=C1Nc2ccccc2Oc2ccc(S(=O)(=O)CC3CO3)cc21 (configuration not stated)
    80	97	70	nt	72	59	66	91	18
#39 O=C(Nc1ncc(Cc2cc(C(F)(F)F)ccc2Cl)s1)C1=NCCCN1
    98	101	98	101	105	106	97	97	97
#40 COc1ccc2nc(Cl)c(-c3cc(-c4ccccc4)nc(=O)[nH]3)cc2c1
    60	32	11	18	85	32	64	70	11
#41 CN1C(=O)N(C)C2C1NN=c1s/c(=C\C=C\c3ccccc3)c(=O)n12 (configuration not stated)
    67	58	55	23	63	21	46	nt	40
#42 O=S(=O)(Nc1ccc(Cl)c(Cl)c1)c1ccc(-c2cnc(C3CC3)o2)cc1
    48	31	-13*	20	38	10	15	-3.4*	13
#43 O=c1/c(=C\c2ccc(-c3ccccc3)o2)sc2nc(Cc3ccccc3)nn12
    99	99	97	107	104	106	110	90	101
#44 COc1ccc(OC)c(-c2csc(=O)s2)c1
    97	112	106	102	116	92	100	75	108
#45 CC1=CC(c2ccc(Cl)cc2)N2C=CSC2=N1 (configuration not stated)
    109	99	105	110	108	106	103	92	101
#46 COc1ccc(/C=C2\CN(C)CC3C2=NN(CCO)C3c2ccc(OC)cc2)cc1 (configuration not stated)
    89	87	96	96	101	102	92	86	86
#47 Cc1ccc(S(=O)(=O)Nc2ccc(Br)cc2C(N)=O)cc1
    113	106	100	103	110	116	104	76	103
#48 O=[N+]([O-])c1cnccc1-n1nnc2ccccc21
    93	92	113	103	103	104	110	94	117
#49 CN1CCc2cc3c(c4c2[C@H]1[C@@H](O)c1ccccc1-4)OCO3
    75	84	106	102	108	99	92	97	86
#50 Cc1[nH]c(C)c(Cl)c(=O)c1Cl
    109	114	103	113	111	96	101	95	109
#51 CN1C(=O)NC2(CCCC2)C1=O
    106	110	98	105	102	98	104	110	103
#52 COc1ccccc1-c1c(-c2ccccc2)c[nH]c1C(=O)O
    97	91	98	100	108	106	101	92	102
#53 O=[N+]([O-])c1ccc(OCCCOc2ccccc2)cc1
    106	105	110	101	101	nt	nt	97	107
#54 COc1cc(C2NC(c3ccc(Cl)cc3)C(C)C(=O)C2C)cc(OC)c1OC (configuration not stated)
    104	89	94	98	119	73	110	85	104
#55 O=C(Nc1ccc(C(=O)/C=C/c2ccc(N3CCCC3)cc2)cc1)Nc1ccc([N+](=O)[O-])cc1
    97	96	108	107	119	110	103	91	105
#56 CCOC(=O)c1cc(C(=O)OCC)cc(C(=O)OCC)c1
    95	98	100	99	99	89	98	89	108
#57 CCCCCCCCCc1cc[n+](CC(=O)c2ccc([N+](=O)[O-])cc2)cc1
    30	14	-88*	-32*	-76*	-52*	9.4*	24	nt
#58 CC1(C)C(=O)/C(=C\c2ccncc2)C[C@]2(C)[C@H]3CC[C@@H]4[C@@H](C(=O)/C=C\c5ccncc5)CC[C@@]4(C)[C@]3(C)CC[C@@H]12
    94	97	97	101	107	91	96	60	105

One compound at a time, from the list above. Order of values: SF-268	SNB-19	SF-539	KM12	HCC-2998	HT29	SF-295	SNB-75	SW-620
`CCCCCCCCCc1cc[n+](CC(=O)c2ccc([N+](=O)[O-])cc2)cc1` across the screens: 30	14	-88*	-32*	-76*	-52*	9.4*	24	nt
`COc1ccc(/C=C2\CN(C)CC3C2=NN(CCO)C3c2ccc(OC)cc2)cc1` (configuration not stated) across the screens: 89	87	96	96	101	102	92	86	86
